Compound activity as filed in PubChem BioAssay.
Chronic BCR inh: inhibitors of chronic active B-cell receptor signaling; AID 493014; 340,000 tested, 0.05% active; Potency, µM (doses to about 46.1 µM), for inactives: top-dose ratio change, negative = lower green/red ratio, hits mostly inhibitors; ABC-DLBCL IkBa-CBG/CBR reporter, luminescence ratio, 4 h; active means well fitted inhibition curve with a large enough effect in the signal ratio, with a control signal flat, not every such curve was filed as active; inconclusive means small, poorly fitted or top-dose-only effect, or effect the other way, or a change in a side signal; the % refers to the signal ratio;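 further: potency means the concentration at half of the fitted maximal effect; plate controls were basal doxycycline-induced cells for no effect and cells given 10 µM MG132 for full effect; MG132 reads +100%, hits lower the ratio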
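Compounds up to 46 uM were incubated four hours with TMD8 cells whose green CBG68 luciferase is fused to IkappaBalpha; red CBR luminescence normalised the signal, and concentration-effect curves were fitted to fusion, red and ratio data.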
CXXC DNA block: inhibitors of human MLL CXXC domain-DNA interaction; Q03164; MLL-CXXC / FITC-HOXA9 DNA fluorescence polarization; Potency, µM (highest dose often 115 µM), without a hit: top-dose activity change, negative = inhibition, most hits filed as inhibitors; 290,000 tested, 0.037% active; AID 2662; active means well fitted inhibition curve with a large enough effect in the polarisation, with a control signal flat, not every such curve was filed as active; inconclusive means small, poorly fitted or top-dose-only effect, or effect the other way, or a change in a side signal; inactive means no such curve, though single readings can be large or run the other way; the % refers to the polarisation; further: potency means the concentration at half of the fitted maximal effect
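Purified MLL-CXXC (added from a 7 uM solution) was preincubated 5 min at ambient with pinned compounds in 50 mM Tris-HCl pH 7.5, 50 mM NaCl, 1 mM DTT, 0.05% BSA. Fluorescein-labeled HOX-A9 DNA (50 nM solution) followed, 30 min, then polarization read.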
KCNH2 WT inh: inhibitors of human wildtype KCNH2 potassium channel; U2OS, BacMam KCNH2, thallium flux FluxOr; stronger effect = lower value; activity change, % at 1.84 µM; 340,000 tested, 0.37% active; AID 720551; Q12809;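 active means maximum activity change below -70%; inconclusive means maximum activity change between -70% and -50%; inactive means maximum activity change above -50%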; further: on the % scale 0 is the no-effect control and ±100 the full control effect
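U2OS cells were transduced with wild-type KCNH2 virus (2.03 x 10^8 / mL) for 4 h at room temperature, then cultured overnight at 37 C. Thallium flux was read with FluxOr dye. Rate constants were normalized to DMSO controls.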
TSHR antag: antagonists of human thyroid stimulating hormone receptor; P16473; TSHR-expressing cells, TSH-stimulated cAMP HTRF, 2 h; stronger effect = lower value; activity change, negative = inhibition, % at 11.5 µM; 330,000 tested, 0.2% active;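 active means activity change below a set negative limit, meaning inhibition stronger than a set level, cut at about -70% in these data; inconclusive means activity change between two set negative limits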; further: on the % scale 0 is the no-effect control and ±100 the full control effect
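Cell-based HTRF cAMP assay; TSHR cells + compound, TSH EC80 (4nM final), 2 h, 37 deg C. Lysis with anti-cAMP cryptate and cAMP-d2, 30 min RT, read 665/620 nm.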
GALK inhibitor: inhibitors of human galactokinase; P51570; Purified GALK, Kinase-Glo residual ATP luminescence; Potency, µM (top dose mostly 57.5 µM), inactives show top-dose activity change, negative = inhibition, hits mostly inhibitors; 270,000 tested, 0.007% active; AID 1868; further: potency means the concentration at half of the fitted maximal effect; on the % scale 0 is the no-effect control and ±100 the full control effect
Target sequence (P51570 whole entry, looked up): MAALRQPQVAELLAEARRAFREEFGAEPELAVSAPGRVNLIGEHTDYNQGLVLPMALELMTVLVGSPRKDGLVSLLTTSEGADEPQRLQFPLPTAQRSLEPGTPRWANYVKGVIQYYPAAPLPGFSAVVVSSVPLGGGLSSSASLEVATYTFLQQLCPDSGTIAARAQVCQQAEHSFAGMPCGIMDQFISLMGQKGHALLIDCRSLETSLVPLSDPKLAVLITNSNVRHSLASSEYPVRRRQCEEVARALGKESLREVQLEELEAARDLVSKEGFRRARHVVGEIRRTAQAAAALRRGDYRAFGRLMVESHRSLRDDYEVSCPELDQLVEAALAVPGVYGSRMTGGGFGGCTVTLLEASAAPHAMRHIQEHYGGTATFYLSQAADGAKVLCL
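Human GALK (5 nM) with 35 uM ATP and 100 uM galactose in 20 mM HEPES pH 8.0, 5 mM MgCl2, 60 mM NaCl, 1 mM DTT, 0.01% BSA. After 1 h at room temperature, leftover ATP was read by Kinase-Glo Plus luminescence.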
TCR activator: T cell receptor activation; 330,000 tested, under 10 active; AID 504894; Potency, µM (series often up to 9.22 µM), for the others: top-dose activation of IL-2 secretion, usual class: activators; primary human leukocytes, anti-CD3, IL-2 HTRF, 48 h; further: % of control where 0% means no effect
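HTRF read-out of IL-2 secretion: europium cryptate donor excited at 320nm, d2 acceptor emission at 665nm. Cells were primary human leukocytes incubated 48 hr with compounds and a-CD3 beads, supplying TCR signal only.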
Giardia killer: kills Giardia lamblia. Giardia lamblia trophozoite viability. activity change, % at 7.66 µM, hits read low. 340,000 tested, 0.15% active; in the data active means activity change below about -80%; inconclusive means between about -30% and that limit;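 further: parasites exposed to compound for two days anaerobically before the ATP read; on the % scale 0 is the no-effect control and ±100 the full control effect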
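Each well holds 100 Giardia trophozoites and compound. After two days (48 hrs) at 37 deg C in anaerobic conditions, ATP is quantified by luminescence.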
A-T KAP1 phos: potential ataxia-telangiectasia treatments restoring KAP-1 phosphorylation | Potency, µM (doses to about 57.5 µM), without a hit: at the top dose activation, hits mostly activators | 320,000 tested, 0.19% active | […] A-T fibroblasts, KAP-1 phosphorylation AlphaLISA; neocarzinostatin DNA damage 30 min before lysis | AID 485349; further: potency means the concentration at half of the fitted maximal effect; % of control where 0% means no effect; nearly all actives have a fitted effect of over 45% in size
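hTERT-immortalized A-T patient fibroblasts ([…]), 500 cells/well in OPTI-MEM, 1% FBS, got compounds for 60 min, then NCS for 30 min at 37C. Lysates were then assayed for phospho-KAP-1 by AlphaLISA (anti-pKAP1 donor, anti-KAP1 acceptor beads), 6 hr at 25C.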
Tb PFK block: inhibitors of T. brucei phosphofructokinase; O15648; T. brucei PFK, ADP-Glo luminescence; Potency, µM (highest dose often 57.5 µM), without a hit: at the highest dose activity, negative = inhibition, most hits filed as inhibitors; 330,000 tested, 0.17% active; AID 485367;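 further: potency means the concentration at half of the fitted maximal effect; 0% = uninhibited 1x PFK enzyme wells and -100% = no-enzyme wells; nearly all actives have a fitted effect of over 60% in size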
Target sequence (O15648 whole entry, looked up): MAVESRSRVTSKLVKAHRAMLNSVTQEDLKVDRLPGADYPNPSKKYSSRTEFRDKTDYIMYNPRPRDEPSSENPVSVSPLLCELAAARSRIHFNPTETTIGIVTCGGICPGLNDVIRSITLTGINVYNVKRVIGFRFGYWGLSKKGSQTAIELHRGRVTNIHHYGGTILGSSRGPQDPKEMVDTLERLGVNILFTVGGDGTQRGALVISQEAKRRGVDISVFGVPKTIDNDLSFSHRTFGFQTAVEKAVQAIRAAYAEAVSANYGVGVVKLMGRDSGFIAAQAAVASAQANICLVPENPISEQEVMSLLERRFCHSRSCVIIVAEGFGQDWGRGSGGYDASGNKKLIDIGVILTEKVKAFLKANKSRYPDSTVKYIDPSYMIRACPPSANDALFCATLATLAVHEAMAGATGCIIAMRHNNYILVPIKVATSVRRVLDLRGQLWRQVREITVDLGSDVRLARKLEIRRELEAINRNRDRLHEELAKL
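Luminescent ADP detection (ADP-Glo, two-step: ATP depletion then ADP-to-ATP conversion for luciferase) reported PFK activity after 45 min room-temperature reaction of 1.25 nM enzyme with 0.5 mM F6P and 0.1 mM ATP at pH 8.0.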
FBPA coupling cs: inhibits coupling enzyme system, counter-screen for aldolase hits; coupling enzyme system counterscreen, AmpLite Red fluorescence; activity change, negative = inhibition, % at 58.2 µM, hits read low; 290,000 tested, 0.67% active; AID 2472; in the data active means activity change below about -30%; further: on the % scale 0 is the no-effect control and ±100 the full control effect
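Activity here indicates interference with the coupling reaction, not aldolase inhibition. Compounds at 57.5 uM final met coupling enzymes for 10 min at RT; substrate and AmpLite Red detection followed, with a 525/598 nm fluorescence read after 20 min.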
* hit, by the source's call; i = inactive; u = inconclusive; x = not tested or not shown; & = joins results of further samples; [ ] = remark or other dose. Unless noted, the call rests on the fitted dose curve; in most records, active means well fitted curve in the direction sought with a large enough effect; inconclusive means small, poorly fitted or top-dose-only effect, or another doubt; inactive means no such curve, though single readings can be large; an effect the other way counts as inactive or inconclusive.

SMILES	Chronic BCR inh	CXXC DNA block	KCNH2 WT inh	TSHR antag	GALK inhibitor	TCR activator	Giardia killer	A-T KAP1 phos	Tb PFK block	FBPA coupling cs
Cc1cc(S(=O)(=O)NC2CCCCC2)c(C)s1	4%	-3%	-1	5	0%	1%	14	13%	0%	-7
CCOc1ccc(CC2c3cc(OCC)c(OCC)cc3CCN2C(=O)CN2CCN(C)CC2)cc1OCC (stereo not drawn)	-8%	2%	6	3	1%	4%	-8	-3%	0%	1
CCc1nn(C(C)C(=O)NCc2ccc(Cl)cc2)c(=O)c2cc3occc3n12 (stereo not drawn)	-3%	4%	-3	-12	-8%	9%	-2	3%	1%	5
O=C(Nc1cccc(Cl)c1N1CCOCC1)c1ccc2c(c1)OCCO2	0%	u	x	-8	1%	3%	-1	5%	3%	-10
CC(NC(=O)/C=C/c1ccc(Br)cc1)c1ccc(Cl)cc1 (stereo not drawn)	3%	8%	i	-8	x	4%	22	15%	3%	1
CCCCC(O)(CCCC)C(=O)NN(C(=O)OC)c1ccccc1	0%	u	-5	16	1%	1%[46.1 µM]	-9	2%	-11%	3
CCCOc1ccc(C2C(C(=O)c3ccc(C)o3)=C(O)C(=O)N2Cc2ccco2)cc1OCC (stereo not drawn)	6%	-14%	3	4	1%	-10%	-13	4%	3%	4
O=C(Cc1ccc(NC2=NC3CS(=O)(=O)CC3S2)cc1)NCc1ccc(Cl)cc1 (stereo not drawn)	2%	x	-22	-14	x	9%	-17	13%	3%	3
CCN(Cc1cnn(C)c1)C(=O)c1cc(COc2ccc3c(c2)CCCC3)on1	u	15%	0	11	-1%	1%	6	11%	0%	x
COc1cc(NS(=O)(=O)c2ccc3ccccc3c2)c2ncccc2c1	u	-3%	-11	u	-8%	x	-11	10%	1%	-12&-4
Cc1ccc(S(=O)(=O)N(C)C)cc1NC(=O)COC(=O)C1=COCCO1	0%	x	-1	-3	x	-3%	-4	-1%	4%	x
CCOC(=O)CCNC(=O)CCNC(=O)C(c1ccccc1)c1ccccc1	9%	-3%	2	-2	-1%	8%	-7	27%	-3%	2
CC1(c2ccccc2)NC(=O)N(CC(=O)NNC(=O)c2cccc(Cl)c2)C1=O (stereo not drawn)	u	x	7	-3	x	2%	-1	-1%	0%	x
COc1cccc(-n2c(O)c(C=NCc3ccccn3)c3ccccc3c2=O)c1	-4%	2%	-2	-2	0%	-9%	-3	4%	2%	0
C(=N\Nc1ccc2nncn2n1)/c1ccccn1	9%	u	0	24	1%	4%	2	-4%	1%	4
CC#CCCC(=O)N1C=Cc2ccccc2C1C#N (stereo not drawn)	0%	0%	4	9	0%	-2%	3	0%	5%	-6
COc1ccc(C(=O)OCCCc2cc3ccccc3c(=O)o2)cc1	3%	x	5	2	x	-4%	-20	-3%	3%	x
COc1ccc(S(=O)(=O)Cc2ccc(C(=O)N3CCc4ccccc4C3)o2)cc1	16%	4%	0	7	2%	1%	-5	3%	1%	1
Cc1ccccc1NC(=S)N1CCC(C(=O)c2ccc(F)cc2)CC1	-1%	4%	12	5	0%	-1%	3	2%	-2%	3
COc1cccc(C2C3CN(C)CC=C3C(C#N)=C(N)C2(C#N)C#N)c1OC (stereo not drawn)	-11%	u	-12	0	3%	2%	-24	18%	-5%	-8
O=C(CSc1ncn(-c2ccccc2)n1)c1cccs1	u	-3%	35	-12	-2%	6%	-5	-1%	-8%	-6
CCN1CCN(C(=S)c2ccc(O)cc2)CC1	-1%	7%	1	3	-4%	-2%	-11	-1%	13µM*	-12
C[C@H](CO)N1C[C@H](C)[C@@H](CN(C)C(=O)Nc2ccc3c(c2)OCO3)Oc2ccc(NC(=O)Cn3cnnn3)cc2C1=O	2%	x	3	12	x	0%	11	0%	0%	x
O=C(CCc1nc2ccccc2[nH]1)N1CCN(C(=O)c2ccco2)CC1	2%	11%	-3	14	x	3%	13	-4%	-1%	-1
Cc1cc(C)n(-c2ccc(C(=O)Nc3cc(S(=O)(=O)N(C)C)ccc3Cl)cc2)n1	u	-1%	14	-11	-2%	7%[46.1 µM]	6	7%	2%	-1
COC(=O)c1cn(C(=O)c2ccccc2F)nc1N	1%	55%[activator]	-5	7	0%	-6%	-29	-5%	0%	0
CCCc1ccc(Oc2cc(Cl)nc(N)n2)cc1	u	13%	22	3	2%	-8%	-9	2%	1%	3
CCc1nnc(NC(=O)CSc2nc3cccnc3n2C2CCCCC2)s1	u	7%	-4	-9	0%	0%	-6	-2%	-2%	-1
COc1ccc(/C(O)=C2/C(=O)C(=O)N(CCN(C)C)C2c2ccc(F)cc2)cc1Cl (stereo not drawn)	4%	-3%	-5	5	3%	x	-1	6%	4%	11
CC(=O)c1sc(-c2cccc(Cl)c2)nc1C	u	37%[activator]	-7	5	8%	5%	27	3%	1%	2
Cc1nc(SCC(=O)Nc2c(C)nn(C)c2C)c2cnn(-c3ccccc3)c2n1	-9%	-8%	-5	-25	x	x	0	1%	-2%	-3
CC(=O)c1ccc(N=c2scc(C)n2C(C)C)cc1	u	3%	-10	-2	10%	-4%	-7	-2%	-3%	1
CCCSc1nnc2nc(C)cc(C)n12	u	0%	-7	4	3%	2%	13	-4%	0%	2
CCCCN(CC)CCNC(=O)c1cc2c(=O)n(CC)c3ccccc3c2s1	8%	-18%	2	6	8%	-3%	56[activator]	0%	-4%	3
COc1ccc(-c2csc(N3C(=O)C4C5c6ccccc6C(c6ccccc65)C4C3=O)n2)cc1 (stereo not drawn)	-11%	22%	-17	5	1%	0%[46.1 µM]	15	1%	0%	-1
COc1ccccc1Nc1nnc(SCC(=O)NC2CCCC2)s1	-2%	x	4	7	x	-2%	-2	-2%	0%	x
C=CCn1c(C)nnc1SCC(=O)Nc1nc(C)c(C(=O)N(C)C)s1	-1%	1%	3	5	-2%	-11%	19	-4%	-4%	x
COCCNC(=O)C1CC(=O)N(c2ccc(OC)cc2)C1c1ccc(OC)cc1 (stereo not drawn)	12%	12%	1	13	-1%	3%	-11	0%	0%	1
N#C/C(=C\c1ccc(/C=C(/C#N)c2nn(CCO)c(N)c2C#N)cc1)c1nn(CCO)c(N)c1C#N	-11%	-1%	-3	0	x	0%[46.1 µM]	-3	5%	1%	1
CC1(C)NC(=O)N(CC(=O)OCC(=O)c2ccc(Cl)s2)C1=O	0%	x	0	9	x	5%[46.1 µM]	-2	-2%	0%	x
O=C(NCc1ccco1)/C(=C\c1ccc(F)cc1)NC(=O)c1ccco1	2%	-1%	-3	7	6%	-6%	-20	-7%	-3%	-1
COC(=O)c1c(CCl)noc1C(=O)NCC1CCCO1 (stereo not drawn)	2%	15%	-5	41	-1%	0%	21	-4%	-1%	4
O=[N+]([O-])c1cc([N+](=O)[O-])c(Oc2cc(F)ccc2F)cc1NN1CCCCC1	9%	-2%	-5	-16	x	-3%	-14	3%	-3%	2
COc1cc(/C=C(\C#N)C(=O)NC(C)C)ccc1OCc1ccc(C(=O)O)cc1	u	u	14	-9	-7%	4%	-5	-2%	6%	3
CCc1nnc(NC(=O)C2CCCN2C(=O)Nc2ccccc2)s1 (stereo not drawn)	-3%	13%	-10	9	3%	-2%	16	-1%	-1%	1
CC1=C(C(=O)OCc2ccccc2)C(c2cccc([N+](=O)[O-])c2)NC(=O)N1C (stereo not drawn)	u	-1%	-10	11	7%	2%	6	u	1%	-5
CC(/C=N/NC(=O)CCn1nnc2ccccc21)=C\c1ccccc1	4%	3%	-7	35	0%	2%[46.1 µM]	-24	2%	-1%	0
O=C(Cc1ccccc1)Nn1c(-c2ccccc2)nc2ccccc2c1=O	1%	-1%	1	6	1%	-5%[46.1 µM]	-12	-5%	0%	0
CCn1c(SCC(=O)N/N=C/c2ccccc2OCC(=O)O)nnc1-c1ccccc1	-2%	-19%	2	-1	-2%	9%	-16	-3%	-5%	3
COc1ccc(CC(=O)NC2CCS(=O)(=O)C2)cc1 (stereo not drawn)	2%	x	-11	34	x	2%	20	-3%	-2%	x
O=C(CN1CCSCC1)N/N=C/c1ccccc1F	9%	3%	6	2	0%	x	12	5%	3%	1
CC(C)[C@H](NC(=O)N1CCn2c1nc1ccccc12)C(=O)NCC1CCCO1 (stereo partly drawn)	-3%	0%	1	4	7%	-7%	17	-2%	-2%	0
Cc1c[n+](CC(=O)c2ccccc2)c(C)cn1	-2%	-6%	0	-5	-2%	-3%	4	-13%	-4%	-4
